# HePTP inhibitor: human HePTP phosphatase inhibition. recombinant HePTP phosphatase activity, OD absorbance. AID 521. 110,000 compounds, 0.64% hits. inhibition, % at 20 µM. P35236; in the data active means inhibition above about 50%;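 further: plate controls were vehicle for no effect and reference inhibitor for full effect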
# Target sequence (P35236 whole entry, looked up): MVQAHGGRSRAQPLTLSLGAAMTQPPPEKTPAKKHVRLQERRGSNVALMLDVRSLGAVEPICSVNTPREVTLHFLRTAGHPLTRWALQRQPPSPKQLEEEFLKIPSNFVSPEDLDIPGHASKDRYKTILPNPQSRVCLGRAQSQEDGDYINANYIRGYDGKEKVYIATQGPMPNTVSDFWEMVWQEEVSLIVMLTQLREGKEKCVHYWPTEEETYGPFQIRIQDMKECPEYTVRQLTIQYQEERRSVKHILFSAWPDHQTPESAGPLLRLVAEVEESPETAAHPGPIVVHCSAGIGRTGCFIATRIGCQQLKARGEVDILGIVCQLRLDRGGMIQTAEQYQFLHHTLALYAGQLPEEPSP
# BAP1 block: human BAP1 deubiquitinase inhibition | 72,000 compounds, 0.48% hits | recombinant BAP1, Ub-AMC hydrolysis fluorescence kinetic; hits give low values | activity remaining (% of control), % at 20 µM | Q92560 | AID 436;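 active means activity remaining at or below 50% of control, provided the compound also passes the data quality filters; inactive means the rest, including low values that fail the filters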;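 further: 100% = DMSO wells rate and 0% = substrate alone blank rate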
# Target sequence (Q92560 whole entry, looked up): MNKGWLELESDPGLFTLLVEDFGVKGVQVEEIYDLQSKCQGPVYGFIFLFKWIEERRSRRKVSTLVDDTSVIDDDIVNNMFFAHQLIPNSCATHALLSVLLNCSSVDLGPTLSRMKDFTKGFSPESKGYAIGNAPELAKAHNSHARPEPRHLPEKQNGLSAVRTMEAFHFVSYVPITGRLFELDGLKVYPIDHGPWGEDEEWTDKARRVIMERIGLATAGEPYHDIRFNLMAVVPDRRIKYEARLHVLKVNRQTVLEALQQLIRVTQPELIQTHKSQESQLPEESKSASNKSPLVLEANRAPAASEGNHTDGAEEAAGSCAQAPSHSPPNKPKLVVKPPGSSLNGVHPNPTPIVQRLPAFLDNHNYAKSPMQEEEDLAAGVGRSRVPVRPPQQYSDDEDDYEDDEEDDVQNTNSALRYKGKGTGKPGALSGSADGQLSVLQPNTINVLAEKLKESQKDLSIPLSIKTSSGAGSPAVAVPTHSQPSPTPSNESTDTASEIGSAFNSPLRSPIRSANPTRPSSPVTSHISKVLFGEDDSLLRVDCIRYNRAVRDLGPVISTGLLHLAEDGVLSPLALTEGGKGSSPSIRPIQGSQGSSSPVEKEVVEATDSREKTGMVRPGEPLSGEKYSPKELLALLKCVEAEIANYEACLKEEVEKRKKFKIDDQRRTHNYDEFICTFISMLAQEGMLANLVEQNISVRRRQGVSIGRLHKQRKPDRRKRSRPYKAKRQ
# * = called active by the depositor; x = no result given; & = joins results of further samples.
SMILES | HePTP inhibitor | BAP1 block
O=c1cc(-c2c(F)c(F)c(F)c(F)c2F)oc2c(F)c(F)c(F)c(F)c12 | 6&-2 | x
COc1ccccc1N1CCN(CCNC(=O)Nc2cccc(C)c2C)CC1 | 12 | 102
O/N=C1\CCC\C1=C/c1ccco1 | 8 | 82
Cc1cc(C)n2nc(SCC(=O)c3cc(C)n(-c4cc(C)on4)c3C)nc2n1 | -3 | 100
COc1ccc(-n2nc(C(=O)NCC(=O)NCC3CCCO3)c3ccccc3c2=O)c(OC)c1 (stereo unspecified) | 7 | 105
CCCOC(=O)c1ccc(NC(=O)/C=C\C(=O)O)cc1 | -1 | x
C=CCOc1c(Cl)cc(CNn2cnnc2)cc1OC | -8 | x
CCOC(=O)C1CCN(S(=O)(=O)c2cc(Br)cc3c2N(C(C)=O)C(C)C3)CC1 (stereo unspecified) | 10 | x
Cc1oc2ccc(OCc3cccc(Cl)c3)cc2c1C(=O)O | 4 | x
COc1cccc(C2NC(=S)NC(C)=C2C(=O)Nc2cccc(C)c2)c1OC (stereo unspecified) | 2 | x
COc1ccc(C)cc1NC(=O)CN1CCN(CC(=O)Nc2ccccc2F)CC1 | 3 | 94
COC(=O)C1=C(C)NC2=C(C(=O)CC(c3cccs3)C2)C1c1ccc(F)c(F)c1 (stereo unspecified) | -7 | x
CCCCCn1c(CN2CCN(C(=O)c3ccco3)CC2)nc2c1c(=O)n(C)c(=O)n2C | 4 | 83
Cc1cccnc1NC(=O)c1c(O)c2cccc3c2n(c1=O)CCC3 | -8 | 83
CS(=O)(=O)N(CC(=O)NCc1cccnc1)c1ccc(Cl)cc1 | 6 | x
COc1ccc(NC(=O)C2CC(O)CN2C(=O)OCc2ccccc2)cc1 (stereo unspecified) | 0 | x
O=c1c(Cl)c(Cl)cnn1Cc1ccc(Br)cc1 | 7 | x
CC1CCN(CCCNC(=O)C2CCN(S(=O)(=O)N3CCCCC3)CC2)CC1 | 8 | 109
O=C(Nc1ccc(-c2nc3cc(Cl)cc(Cl)c3o2)cc1)c1cccc([N+](=O)[O-])c1 | 7 | x
Fc1cnc(NN=Cc2ccco2)nc1N1CCOCC1 | -4 | x
COc1ccc(Cc2nnc(NC(=O)c3ccc(F)cc3)s2)cc1OC | x | 128
N#Cc1nc(Cc2cccc3ccccc23)oc1NCc1ccc(F)cc1 | 2 | 60
CCOc1ccc(NC(=O)C2CC2(c2cccc(OC)c2)c2cccc(OC)c2)cc1 (stereo unspecified) | -1 | x
N#Cc1nc(-c2cccs2)oc1NCc1ccc2c(c1)OCO2 | 6 | 890
CC1=C(C(=O)Nc2cccnc2)C(c2ccccn2)n2nnnc2N1 (stereo unspecified) | -18 | 98
COc1ccc(CN2CCN(C3CCN(Cc4ccccc4)CC3)CC2)cc1OCc1ccccc1 | -3 | x
C#Cc1cccc(NC(=O)c2ccc(Oc3ccc(NC(=O)c4cccc(C#C)c4)cc3)cc2)c1 | -10 | x
Cc1nn(-c2ccccc2)c2c1C(c1ccc([N+](=O)[O-])cc1)C(C#N)=C(N)O2 (stereo unspecified) | 2 | x
CC(C)(C)c1cc(-c2ccccc2)n[nH]1 | 5 | x
CCOC(=O)C1=C(O)/C(=C\c2cccc3ccccc23)N=C1C | 10 | x
CCOC(=O)C1=C(O)/C(=C/c2cc(C)n(-c3ccc(C)c(C)c3)c2C)N=C1C | -14 | x
CC(C)(C)C(=O)c1no[n+]([O-])c1C(=O)C(C)(C)C | 8 | x
Cc1ccc(C(=O)NCCCN2CCOCC2)c2ccccc12 | -2 | x
COc1ccc(C(C)=O)cc1COC(=O)c1cnc(C)cn1 | 8 | 96
C=C(C)CSc1nnc(CCNC(=O)OC(C)(C)C)o1 | -8 | 122
Cc1cc(C)n(C(CC(=O)O)C(=O)O)n1 (stereo unspecified) | 8 | 85
CCOC(=O)c1c(N=c2oc3c(OC)cccc3cc2C(N)=O)sc2c1CCCC2 | x | 97
CC1Cc2ccccc2N1C(=O)c1cc2c(=O)n3ccccc3nc2n1C (stereo unspecified) | -5 | 47*
COC(=O)c1ccccc1NC(=O)c1ccncc1 | -1 | x
Cc1nc2c(C)c(-c3ccccc3)[nH]n2c(=O)c1C | 2 | x
O=C1CN(C(=O)CN2CCOCC2)C(c2ccccc2)c2cc(Br)ccc2N1 (stereo unspecified) | 6 | 98
CCn1c(=O)cc(SCC(=O)NCc2ccc3c(c2)OCO3)c2ccccc21 | 4 | 110
O=C1NC(=O)N(c2cccc(Br)c2)C(=O)/C1=C/c1ccc(F)cc1 | -15 | x
O=C1N=C(N2CCN(C3=NC(=O)/C(=C\c4ccc(O)cc4)S3)CC2)S/C1=C\c1ccc(O)cc1 | 11 | x
Cc1ccccc1NC(=O)C1CC(=O)N(c2ccc(Br)cc2)C1 (stereo unspecified) | -4 | x
O=C(c1ccccc1)n1c(=S)nc2ccccn21 | 7 | 72
CC(C)c1ccc(NC(=O)Nc2cccc3ccccc23)cc1 | -2 | x
O=C(Nc1cc(Cl)cc(Cl)c1)c1ccc2ccccc2c1 | -14 | x
Cc1ccc(-n2nnnc2SCC(=O)c2cc(C)n(CC3CCCO3)c2C)cc1 (stereo unspecified) | 4 | 67
O=[N+]([O-])c1ccc(/C=C(Cl)/C=N\n2cnnc2)cc1 | -3 | x
CCOc1ccccc1NC1=C(Cl)C(=O)N(c2ccc(C)cc2)C1=O | 8 | x
Cc1ccc(C)c(Cc2c(C)nc3c(C(=O)N4CCOCC4)cnn3c2C)c1 | 6 | 68
O=C(c1ccc(Cl)c(Cl)c1)N1CCN(C/C=C/c2ccccc2)CC1 | -11 | x
O=C(c1ccccc1)c1ccc(N2CCN(C(=O)c3ccccc3F)CC2)c(F)c1 | -2 | x
COc1ccc(OC)c(NC(=O)C2C3CCC(C3=C(C)C)C2C(=O)O)c1 (stereo unspecified) | -1 | 95
O=C(Nc1ccccc1)c1ccc(-n2cnnn2)cc1 | -8 | x
CC(C)Oc1ccc2c3c(c(=O)oc2c1)CCC3 | -1&-2 | 97
COc1ccc(-c2cc(C(F)(F)F)n3nc(C(=O)N4CCCCC4)cc3n2)cc1 | 4 | x
Cc1ccc(OCC(=O)Nc2ccccc2C(N)=O)c(Br)c1 | -18 | x
Clc1ccc(/C=C/C=Nc2cccc(-c3nc4ccccc4o3)c2)cc1 | -6 | x

# Carrying on.
SMILES | HePTP inhibitor | BAP1 block
COc1nc(OC)nc(N2CCC(NC(=O)C(Cc3ccc(C(C)C)cc3)NC(C)=O)CC2)n1 (stereo unspecified) | 12 | 92
[O-][N+]1=c2ccc(Nc3ccccc3)cc2=NC12CCCCC2 | 3 | 136
CC1(C)CC(=O)C2=C(C1)OC1=C(C(=O)CC(C)(C)C1)C21C(=O)Nc2ccccc21 | -5 | x
CCOC(=O)N1CCN(C(=O)C(C)N(c2ccc(Oc3ccccc3)cc2)S(C)(=O)=O)CC1 (stereo unspecified) | 4 | 101
O=C(CSc1cc(Cl)ccc1Cl)Nc1cccc(Br)c1 | 8 | x
CCOc1c(Cl)cc(/C=C2\C(=O)NC(=O)N(c3ccc(C)cc3)C2=O)cc1OC | 0 | x
CC(C)n1c(N2CCN(CC(=O)Nc3ccc4c(c3)OCCO4)CC2)nc2ccccc21 | 7 | 106
COc1cccc(OCCn2cc(/C=C3/SC(=S)NC3=O)c3ccccc32)c1 | 5 | x
CC(C)(C)n1nnnc1C(c1cc2cc3c(cc2[nH]c1=O)OCO3)N1CCN(c2ccccc2)CC1 (stereo unspecified) | 0 | x
O=C(CCCC(=O)N(CC(=O)NC1CCCC1)C1CCCC1)Nc1ccccn1 | 4 | 105
Cc1onc(-c2ccccc2)c1C(=O)NCC(C)C | 103* | x
CCc1ccc(NC(=O)NCCN2CCc3ccccc3C2)cc1 | 5 | 99
COc1ccc(NCc2nnc(SCC(=O)Nc3cc(C)cc(C)c3)o2)cc1 | 1 | 95
COc1cc(-c2cc(OC)c3c(C)oc(C)c3c(=O)c2)ccc1O | 0 | 97
COc1cc(/C=C2\SC(=S)NC2=O)ccc1OS(=O)(=O)c1ccc(C)cc1 | 5 | x
COCCNC(=O)c1ccc(NS(C)(=O)=O)cc1 | 9 | 103
CC(CN1CCCCC1)OC(=O)c1ccc(Cl)cc1 (stereo unspecified) | -3 | 113
Cc1ccc(N2C(=O)c3ccc(C(=O)N4CCN(c5ccccc5F)CC4)cc3C2=O)cc1 | 7 | 96
O=C(CCCN1C(=O)/C(=C/c2ccc(F)cc2)SC1=S)Nc1ccc(C(=O)O)cc1 | 102* | x
O=C(NCc1ccco1)c1cc2nc(-c3ccc4c(c3)OCO4)cc(C(F)(F)F)n2n1 | 8 | 41*
CSc1cccc(NC(=O)c2ccco2)c1 | 8 | 89
O=C(CCC1CCCCC1)N1CCN(Cc2ccc3c(c2)OCO3)CC1 | -10 | 88
Cc1cnc(NC(=O)CSc2nnc(Cc3ccccc3)o2)s1 | 0 | 71
O=C(CC1Sc2ccc(C(F)(F)F)cc2NC1=O)Nc1ccc([N+](=O)[O-])cc1 (stereo unspecified) | 5 | x
COC(=O)CSc1nnc2c(C)cc3cc4c(cc3n12)OCCO4 | -1 | 89
O=c1cc(CO)oc(C(Nc2ccccn2)c2ccccc2F)c1O (stereo unspecified) | -2 | 97
COC(=O)c1ccccc1NC(=O)CN(c1ccc(OC)cc1OC)S(=O)(=O)c1ccc(C)cc1 | 11 | x
O=C(CSc1nnc(-c2ccc3c(c2)OCCO3)o1)N1CCCC1 | 5 | 96
N#Cc1ccc(C23CC4CC(CC(C4)C2)C3)[nH]c1=O | 9 | x
CC(=O)c1cccc(NC(=O)C2CCCN(S(C)(=O)=O)C2)c1 (stereo unspecified) | -10 | 84
O=C(COc1ccc(Br)cc1)N/N=C/c1ccco1 | 11 | x
CCc1c(C)sc(NC(=O)OC)c1C(=O)N1CCOCC1 | 0 | x
Cc1ccc(NC(=O)NCC(c2cccnc2)N2CCOCC2)cc1 (stereo unspecified) | 0 | 112
COCCN1C(=O)C(=O)/C(=C(/O)c2ccccc2)C1c1ccc(C)cc1 (stereo unspecified) | 3 | x
CC(=O)Nc1ccc(C(=O)Nc2ccc([N+](=O)[O-])cc2)cc1 | 4 | x
O=C(NCc1ccco1)c1cc2ccc(O)cc2oc1=O | 7 | 65
CCN(CC)CCCNC(=O)c1cc2nc(-c3ccc([N+](=O)[O-])cc3)cc(C(F)(F)F)n2n1 | 0 | x
CN(c1ccc(OCC(=O)N2CCCCC2)cc1)S(=O)(=O)c1cccs1 | -4 | x
CCOC(=O)c1ccc(N2C(=O)CC(N(C)CCc3ccc(OC)c(OC)c3)C2=O)cc1 (stereo unspecified) | 3 | 88
COc1ccc(OC)c(S(=O)(=O)N2CCC(C(=O)NCCC3=CCCCC3)CC2)c1 | -2 | 94

# Ordered by the number under BAP1 block (largest number first): 4 from the list above
SMILES | HePTP inhibitor | BAP1 block
COc1ccc(OC)c(S(=O)(=O)N2CCC(C(=O)NCCC3=CCCCC3)CC2)c1 | -2 | 94
CSc1cccc(NC(=O)c2ccco2)c1 | 8 | 89
CCOC(=O)c1ccc(N2C(=O)CC(N(C)CCc3ccc(OC)c(OC)c3)C2=O)cc1 (stereo unspecified) | 3 | 88
CC(=O)c1cccc(NC(=O)C2CCCN(S(C)(=O)=O)C2)c1 (stereo unspecified) | -10 | 84

# Next section
SMILES | HePTP inhibitor | BAP1 block
COc1ccc(C2CC(c3cc(OC)ccc3OC)n3nnnc3N2)cc1 (stereo unspecified) | 5 | 92
CC(=O)NCC1=C(NC(C)=O)C2CC1C(C)(C)C2C (stereo unspecified) | -1&2 | 83
C=CCN(C(=O)CCC(=O)Nc1cc(C)on1)C(C(=O)NC1CCCC1)c1cccnc1 (stereo unspecified) | 4 | 102
COc1c(Br)cc(Br)cc1/C=N/n1c(C)nnc1C | 13 | 76
O=C(Nc1ccccc1C(=O)N1CCCC1)c1ccc(Cl)cc1 | 4 | x
CCN1CCN(c2nc3ccccc3nc2C(C#N)C(=O)OCc2ccccc2)CC1 (stereo unspecified) | 8 | 101
CCOC(=O)c1c(N2C(=O)C=CC2=O)sc2c1CCCC2 | -10 | x
COC(=O)C1CCN(C(=O)c2ccc(NC(C)=O)cc2)CC1 | 3 | 101
CCCn1c(NCc2ccc3c(c2)OCO3)nc2ccccc21 | 2 | 96
CC(=O)c1ccc(NC(=O)CSCCO)cc1 | -4 | 122
O=C(NCC1CCCO1)c1cc2nc(-c3ccccc3)cc(-c3ccccc3)n2n1 (stereo unspecified) | 1 | x
COc1ccc(C2OCC3(CO2)SC2=NCN(C)CN2C3=O)cc1 (stereo unspecified) | 4 | x
COc1cccc(-c2cc(C(=O)Nc3ccc(S(N)(=O)=O)cc3)c3ccccc3n2)c1 | -2 | x
CN1c2ccccc2N(C)C1(C)c1cccc2ccccc12 | 7 | x
O=C(Nc1ccc(S(=O)(=O)C(F)F)cc1)c1cccc(S(=O)(=O)N2CCOCC2)c1 | -5 | x
COc1ccc(CCNC(=O)c2ccncc2)cc1OC | 9 | 94
COC(=O)c1cccc(NC(=O)c2ccc(S(=O)(=O)N3CCN(C)CC3)cc2)c1 | 3 | 99
CCN(CC)C(=O)c1ccccc1Br | 3 | x
Cn1cc(SCC(=O)Nc2nc3ccccc3s2)c2ccccc21 | 7 | 69
Cc1ccc(NC(=O)N2CCC(c3nc4c(nnn4Cc4cccc(Cl)c4)c(=O)[nH]3)CC2)cc1 | -2 | 85

# Copied from the listing (4 entries):
SMILES | HePTP inhibitor | BAP1 block
CCc1ccc(NC(=O)NCCN2CCc3ccccc3C2)cc1 | 5 | 99
COc1ccc(NCc2nnc(SCC(=O)Nc3cc(C)cc(C)c3)o2)cc1 | 1 | 95
COc1cc(-c2cc(OC)c3c(C)oc(C)c3c(=O)c2)ccc1O | 0 | 97
COc1cc(/C=C2\SC(=S)NC2=O)ccc1OS(=O)(=O)c1ccc(C)cc1 | 5 | x

# Remaining list, next part.
SMILES | HePTP inhibitor | BAP1 block
O=C(CSc1nnc2ccccn12)c1ccc2c(c1)OCCO2 | 10 | 105
COC(=O)CC1=C(C(=O)OC)C(c2cccc(OCC(N)=O)c2)C(C#N)=C(N)O1 (stereo unspecified) | 6 | 62
O=C(NCc1ccco1)c1cc2sccc2n1Cc1ccc(F)cc1 | 5 | 56
COc1ccccc1N1CCN(C(=O)c2sc3nc(-c4ccc(F)cc4)cn3c2C)CC1 | 9 | 75
C=CCN1C(=O)CN=C1NCc1ccccc1 | 2 | 105

# Screening results deposited in PubChem by several laboratories.
